proCasp3 act – activators of human procaspase-3 | recombinant procaspase-3 D3A, Ac-DEVD-pNA absorbance 405 nm | activation, % at 8.5 µM | 330,000 tested, 0.11% active;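 active = activation above the mean of all tested compounds plus 3 SD, cut at about 21% in these data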;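 note: 0% = DMSO alone and 100% = DMSO wells spiked with extra 5 µM PC-3 D3A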
Target sequence (P42574 whole entry D9A/D28A/D175A): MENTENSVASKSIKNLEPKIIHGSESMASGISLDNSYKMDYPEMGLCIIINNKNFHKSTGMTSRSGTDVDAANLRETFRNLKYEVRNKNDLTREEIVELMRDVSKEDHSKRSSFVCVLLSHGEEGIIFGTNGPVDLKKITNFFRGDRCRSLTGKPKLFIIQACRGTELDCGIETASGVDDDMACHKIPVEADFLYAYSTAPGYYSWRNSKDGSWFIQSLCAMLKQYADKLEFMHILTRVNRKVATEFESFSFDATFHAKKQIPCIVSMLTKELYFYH
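Assay system: Procaspase-3 D3A mutant, all three cleavage aspartates alanine. Buffer or medium: Zinc-free HEPES saline buffer with Triton X-100. Times: 1 h compound preincubation, 2 h substrate hydrolysis at 25 °C. Measured by: 405 nm absorbance of p-nitroaniline, reads at 0 and 120 min. Read-out basis: percent activation relative to control range. Replicates: singlicate.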
MEP2 TOR yeast – modulators of TOR pathway MEP2-GFP in S. cerevisiae; 330,000 tested, 0.51% active; AID 2016; GFP response vs DMSO, % at 10 µM; S. cerevisiae MEP2-GFP strain, flow cytometry GFP, 3 h; 100% = DMSO control level;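 active = GFP response versus DMSO above a set limit, roughly screen mean plus 3 SD, cut at about 180% in these data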;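 note: median GFP fluorescence of the barcode-gated MEP2-GFP cells per well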
proCasp7 act – counter-screen for procaspase-3 activators: activators of human procaspase-7; recombinant procaspase-7, Ac-DEVD-pNA absorbance 405 nm; D23A/D198A/D206A triple mutant, cannot self-cleave; scale: DMSO 0, 5 µM enzyme 100; P55210; activation, % at 8.5 µM; 330,000 tested, 0.093% active;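 active = percent activation above the screen-wide mean plus 3 SD, cut at about 25% in these data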
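Assay system: Uncleavable procaspase-7 mutant enzyme; Input: 2 µM procaspase-7 mutant as dispensed; Also added: DEVD-pNA substrate; Medium: Zinc-free HEPES pH 7.4 with 300 mM NaCl, 0.01% Triton X-100; Timing: 1 h compound preincubation, 2 h substrate cleavage, 25 °C; Measured by: Epi-absorbance of released pNA at 405 nm, two timepoints.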
Yeast superoxide – yeast age-related superoxide inhibition as caloric restriction mimetic; S. cerevisiae aged cells, superoxide DHE fluorescence; active compounds read low; superoxide response (% of plate mean), % at 10 µM; 330,000 tested, 0.18% active; AID 2690;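 active = superoxide response under a set limit, about three screen SD below normal, cut at about 65% in these data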;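 note: yeast aged for seven days with compound at 30 °C before DHE staining; 100% = average MFI of all compound-treated wells on the plate with controls excluded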
RPL19A TOR yeast – yeast TOR pathway RPL19A-GFP modulation; S. cerevisiae RPL19A-GFP strain, flow cytometry, 3 h; active compounds read low; percent response vs DMSO, % at 10 µM; 330,000 tested, 0.3% active;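 active = percent response vs DMSO below 50%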;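 note: median channel GFP fluorescence of the barcoded RPL19A-GFP strain; ratio of sample median GFP to plate DMSO average so 100% = DMSO; lower means less RPL19A-GFP as with rapamycin TOR inhibition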
AHR activator – human AHR activation; AHR-responsive luciferase reporter cells, luminescence; activation, % at 5 µM; 320,000 tested, 2.5% active; AID 2796; in the data active = activation above about 47%;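 note: 0% = vehicle wells and 100% = reference agonist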
Target sequence (P35869 whole entry, looked up): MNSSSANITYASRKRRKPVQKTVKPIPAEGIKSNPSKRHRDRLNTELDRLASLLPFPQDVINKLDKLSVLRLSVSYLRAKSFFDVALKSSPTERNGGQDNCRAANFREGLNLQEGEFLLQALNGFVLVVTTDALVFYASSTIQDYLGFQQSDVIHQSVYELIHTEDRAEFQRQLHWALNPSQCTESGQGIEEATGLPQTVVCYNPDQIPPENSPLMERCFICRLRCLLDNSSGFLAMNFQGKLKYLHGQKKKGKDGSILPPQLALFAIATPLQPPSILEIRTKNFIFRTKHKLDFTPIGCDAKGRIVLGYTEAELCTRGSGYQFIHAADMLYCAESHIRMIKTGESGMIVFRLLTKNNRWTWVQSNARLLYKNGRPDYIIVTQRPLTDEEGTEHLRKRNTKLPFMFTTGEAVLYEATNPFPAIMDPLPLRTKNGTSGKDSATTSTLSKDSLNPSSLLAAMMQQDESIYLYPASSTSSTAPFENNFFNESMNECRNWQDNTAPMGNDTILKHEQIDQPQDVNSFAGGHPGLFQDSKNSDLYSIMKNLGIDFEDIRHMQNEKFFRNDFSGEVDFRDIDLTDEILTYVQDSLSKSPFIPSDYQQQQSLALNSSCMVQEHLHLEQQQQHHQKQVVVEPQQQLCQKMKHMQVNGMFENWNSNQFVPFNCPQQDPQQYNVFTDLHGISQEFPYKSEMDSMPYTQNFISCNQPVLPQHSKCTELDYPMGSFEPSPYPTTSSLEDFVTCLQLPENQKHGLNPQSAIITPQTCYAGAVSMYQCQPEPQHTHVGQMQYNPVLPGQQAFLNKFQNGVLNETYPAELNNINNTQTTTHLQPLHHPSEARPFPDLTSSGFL
GASC-1 inh – blocks human GASC-1 demethylase activity. GST-JMJD2C(1-420) H3K9me3 demethylation, DELFIA europium. inhibition, % at 2.35 µM. 330,000 tested, 0.069% active. AID 2099;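 active = more than half of a compound's replicate wells show inhibition beyond 50%, single wells judged on their own value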;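 note: signal counts dimethyl H3K9 product captured on neutravidin plate; 0% = median of DMSO wells and 100% = 0.3 times that DMSO median; strong numbers were not always called active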
LAP4 TOR yeast – alters LAP4-GFP fluorescence in TOR pathway yeast screen. 320,000 tested, 0.34% active. S. cerevisiae LAP4-GFP multiplex, flow cytometry GFP, 3 h; median GFP as percent of DMSO wells. GFP response vs DMSO, % at 10 µM. AID 2023;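 active = GFP response vs DMSO above a set limit, about the screen mean plus 3 SD, cut at about 150% in these data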
* marks the source's active call; other numbers are inactive results; . = not tested or not shown; [ ] = another dose, or the depositor's remark. Compounds were not picked by outcome; 3.8% or so of the library scored in one or more.

Structure | proCasp3 act | MEP2 TOR yeast | proCasp7 act | Yeast superoxide | RPL19A TOR yeast | AHR activator | GASC-1 inh | LAP4 TOR yeast
COc1ccc(CCN2C(=O)CC(Nc3ccc(N4CCOCC4)cc3)C2=O)cc1OC (stereo not given) | -2 | 94 | -11 | 84 | 97 | 11 | 21 | 92
COc1ccccc1Oc1ccc(N/C=C/C(=O)c2ccc(C)o2)cc1 | -4 | 101 | -5 | 76 | 105 | 1 | 13 | 90
CCOc1ccc(S(=O)(=O)/N=C(/c2ccccc2)N(C)C)cc1 | 0 | 101 | 1 | 93 | 104 | 3 | 7 | 97
O=C(Nc1nnc(-c2ccccc2)o1)c1cc(-c2cccs2)nc2ccccc12 | 4 | 95 | -2 | 110 | 91 | 5 | 15 | 112
CCOC(=O)c1cc(S(=O)(=O)Nc2ccc(OC)cc2OC)cn1C | -2 | 106 | 9 | 101 | 104 | 1 | 0 | 102
O=C(CN1C(=O)/C(=C/c2ccc(F)cc2)SC1=S)NC1C=CS(=O)(=O)C1 (stereo not given) | -11 | 93 | -20 | 126 | 105 | -1 | 2 | 99
CCOc1ccc(S(=O)(=O)N2CCCCC2)cc1NC(=O)CN1C(=O)NC(C)(C2CC2)C1=O (stereo not given) | -1 | 106 | 4 | 111 | 99 | 1 | 3 | 99
C1CCN(C2CCN(c3nc4nonc4nc3N3CCSCC3)CC2)C1 | -1 | 106 | -7 | 114 | 106 | -1 | 8 | 92
O=C(/C=N/O)NCCCN1CCOCC1 | 9 | 107 | 4 | 82 | 110 | -3 | -2 | 102
C/C=C/C(=O)OCC(=O)Nc1cc(-c2cc(C)c(C)cc2C)nn1-c1ccccc1 | 2 | 101 | 4 | 105 | 96 | 105* | -3 | 89
COc1ccc(-c2nc(N/N=C(\C)c3ccc(O)cc3)c3ccccc3n2)cc1 | -2 | 101 | 3 | 105 | 96 | 49* | 2 | 108
COc1ccc(OC)c(NC(=O)c2ccc(CSc3ncccn3)cc2)c1 | 1 | 104 | -6 | 85 | 98 | 7 | 11 | 99
COc1cc(C)nc(OCCNC(=O)COc2ccc(Cl)cc2Cl)n1 | 7 | 96 | 2 | 121 | 90 | 20 | -2 | 104
C=CCOC(=O)C1=C[C@H](c2ccc3c(c2)OCO3)C[C@H](OCCCCO)O1 | 2 | 94 | -9 | 96 | 104 | 10 | 12 | 122
O=S(=O)(Nc1cc(C(F)(F)F)ccc1N1CCOCC1)c1ccc2ccccc2c1 | 2 | 106 | 3 | 105 | 102 | -1 | -1 | 99
COc1ccc(CNC(=O)C2(CC3CC(c4ccccc4)=NO3)CCN(C(=O)CCCCCBr)CC2)cc1 (stereo not given) | 1 | 99 | -1 | 106 | 100 | -6 | 1 | 148
NS(=O)(=O)c1cccc(NC(=O)c2cc(-c3cccs3)nc3ccccc23)c1 | -2 | 94 | -11 | 97 | 95 | 5 | 3 | 101
O=C(NCc1cccs1)Nc1cccs1 | 2 | 103 | 7 | 92 | 103 | 0 | -4 | 104
Cc1cc(NC(=O)CSc2ncnc3sccc23)no1 | -4 | 103 | 1 | 101 | 101 | -2 | -14 | 122
COc1ccc(-c2nnnn2-c2ccccc2OC)cc1 | -1 | 94 | 4 | 103 | 97 | 0 | -3 | 105
Cc1cc(-c2nnc3n2CCCCC3)c(C)n1-c1ccccc1 | -4 | 98 | -13 | 101 | 92 | 3 | -5 | 93
COc1cccc(C(=O)Cn2c(NCCO)nc3ccccc32)c1 | 2 | 99 | -1 | 111 | 95 | 5 | 31 | 96
Cc1cc(C)cc(NC(=S)N=Nc2c(O)n(C)c3ccc(S(=O)(=O)N4CCOCC4)cc23)c1 | -2 | 102 | 1 | 92 | 106 | 0 | 2 | 104
COC(=O)C(C(=O)OC)c1ccc(NC(=O)c2cccc(Cl)c2)cc1 | -3 | 106 | 5 | 88 | 100 | 1 | 3 | 98
c1ccc(Cn2nnnc2C(c2cccnc2)N2CCN(C3CCCCC3)CC2)cc1 (stereo not given) | 5 | 114 | 2 | 108 | 108 | -2 | -7 | 110
O=C(COC(=O)C1=COCCO1)Nc1ccc(OC(F)F)cc1 | 8 | 98 | 0 | 102 | 99 | 0 | 4 | 92
O=C(c1ccc(S(=O)(=O)N2CCCCCC2)cc1)N1CCN(c2ccccc2)CC1 | 4 | 97 | -3 | 85 | 97 | 0 | 7 | 94
Cc1cc(=O)oc2cc(OCC(=O)NCC3CCC(C(=O)O)CC3)ccc12 (stereo not given) | 8 | 100 | -7 | 105 | 95 | 0 | . | 106
CC1=C(C(=O)N2CCOCC2)C(c2ccc(Br)cc2)NC(=S)N1c1ccccc1 (stereo not given) | -5 | 106 | 2 | 97 | 93 | 0 | -4 | 118
NC(=O)[C@@H]1CCCN1C(=O)c1ccc2nc(Cc3ccccc3F)oc2c1 | 3 | 103 | 9 | 78 | 101 | -1 | -1 | 97
Cc1ccc(-c2cc(C(=O)N/N=C/c3ccccc3O)n[nH]2)o1 | -53 | 99 | -54 | 99 | 106 | 16 | 20 | 94
Cc1cccc(CCNS(=O)(=O)c2ccc(S(=O)(=O)NC3CCCC3)cc2)c1 | 0 | 101 | 4 | 92 | 98 | 0 | 9 | 91
CCN(CC)C(=O)N1CCN(S(=O)(=O)c2c(C)cc(C)cc2C)CC1 | 2 | 101 | 5 | 102 | 96 | 0 | -2 | 104
CCOc1ccc(NC(=O)c2cccnc2C(=O)O)cc1 | 0 | 104 | -3 | 104 | 104 | 2 | 2 | 102
CCn1c(Cc2ccccc2)nnc1SCC(=O)Nc1nc(C)c(C)s1 | 4 | 113 | 0 | 80 | 98 | 2 | -4 | 114
C=CCSc1nnc(NC(=O)CSc2ccccn2)s1 | 1 | 104 | -4 | 103 | 101 | -1 | 0 | 101
COc1ccc(-c2cc(C(=O)Nc3cccc(O)c3)no2)cc1 | 5 | 95 | 4 | 100 | 99 | 1 | 0 | 102
CNc1sc(C(=O)c2ccc(F)cc2)c(N)c1-c1nc2ccccc2s1 | 3 | 97[may fluoresce violet] | -8 | 107 | 96[may fluoresce violet] | 32 | -1 | 153*[may fluoresce violet]
Cc1ccc(C(=O)NCC(=O)Nc2ncccc2C)s1 | 11 | 93 | 5 | 80 | 96 | 0 | -4 | 100
Cc1csc2nc(CNC(=O)c3ccco3)cn12 | -1 | 104 | 3 | 106 | 101 | 15 | -1 | 98

(next part)
mol	proCasp3 act	MEP2 TOR yeast	proCasp7 act	Yeast superoxide	RPL19A TOR yeast	AHR activator	GASC-1 inh	LAP4 TOR yeast
COc1ccccc1-c1cc(N)n[nH]1	-5	104	-1	90	95	17	13	96
CCCCCOC(=O)c1ccc(OC(=O)c2cncc(Br)c2)cc1	1	98	3	91	96	-1	2	94
CCCc1ccc(-c2cc(N)n[nH]2)cc1	-4	104	2	85	100	9	-20	99
CC(NC(=O)c1ccc(S(=O)(=O)Nc2ccccc2)cc1)c1ccc(S(N)(=O)=O)cc1 (stereo not given)	2	110	-15	115	100	0	-6	106
O=C(NC(=S)Nc1ccc(N2CCOCC2)cc1)c1cncc(Br)c1	-13	99	-7	102	99	30	-8	102
COc1cccc(CC2(CO)CCN(Cc3ccc(NC(C)=O)cc3)CC2)c1	-4	81	-2	109	94	4	-5	88
FC(F)(F)c1cccc(Cn2nnnc2-c2cccc(C(F)(F)F)c2)c1	4	115	-4	94	76	0	-14	101
COc1ccc(C2CC(=O)C=C(NCC3CCCO3)C2)cc1 (stereo not given)	5	99	13	92	101	0	-1	96
O=C(Cc1c(F)cccc1Cl)NCCN1CCOCC1	2	89	14	109	89	7	2	90
CCOc1ccc(CCNC(=O)c2nnc(Cc3ccc(F)cc3)o2)cc1OCC	-2	106	-2	106	106	-2	-5	105
CCOC(=O)N1CCN(C(=O)c2c[nH]c3ccc(S(=O)(=O)N(C)c4ccc(OCC)cc4)cc3c2=O)CC1	-2	103	6	102	99	3	7	98
O=C1C2C(c3ccccc3)C=CC(c3ccccc3)C2C(=O)N1c1ccncc1 (stereo not given)	-4	96	13	91	.	6	-5	92

Seven of the entries above in order of the proCasp3 act value, largest number first.
mol | proCasp3 act | MEP2 TOR yeast | RPL19A TOR yeast | AHR activator | GASC-1 inh | LAP4 TOR yeast
COc1ccc(C2CC(=O)C=C(NCC3CCCO3)C2)cc1 (stereo not given) | 5 | 99 | 101 | 0 | -1 | 96
FC(F)(F)c1cccc(Cn2nnnc2-c2cccc(C(F)(F)F)c2)c1 | 4 | 115 | 76 | 0 | -14 | 101
O=C(Cc1c(F)cccc1Cl)NCCN1CCOCC1 | 2 | 89 | 89 | 7 | 2 | 90
CCCCCOC(=O)c1ccc(OC(=O)c2cncc(Br)c2)cc1 | 1 | 98 | 96 | -1 | 2 | 94
CCOC(=O)N1CCN(C(=O)c2c[nH]c3ccc(S(=O)(=O)N(C)c4ccc(OCC)cc4)cc3c2=O)CC1 | -2 | 103 | 99 | 3 | 7 | 98
CCCc1ccc(-c2cc(N)n[nH]2)cc1 | -4 | 104 | 100 | 9 | -20 | 99
COc1ccccc1-c1cc(N)n[nH]1 | -5 | 104 | 95 | 17 | 13 | 96

Remaining list, next part:
mol	proCasp3 act	MEP2 TOR yeast	proCasp7 act	Yeast superoxide	RPL19A TOR yeast	AHR activator	GASC-1 inh	LAP4 TOR yeast
COc1ccc(C(CC(=O)Nc2cc(C)ccn2)N2Cc3ccccc3C2=O)cc1 (stereo not given)	1	107	-6	92	102	5	1	94
CC(C)CCNC(=O)C1CC(c2cccc([N+](=O)[O-])c2)=NO1 (stereo not given)	1	.	0	.	.	-1	-4	.
Cc1cc(C)c(C)c(S(=O)(=O)N2CCNCC2)c1C	-2	104	-4	100	104	-1	25	103
O=C(NCc1ccco1)C(c1ccco1)N(Cc1cccs1)C(=O)Cn1nnc2ccccc21 (stereo not given)	-1	98	5	104	96	4	10	96
CCOc1ccc(NC(=O)N(C2CCCCC2)C(C)c2cccnc2)cc1 (stereo not given)	-2	106	-1	104	102	6	-10	105
Cn1ncc(Cl)c1C(=O)Nc1ccc2c(c1)OCO2	-2	105	-4	91	102	123*	-227	106
Cn1cc([N+](=O)[O-])c(C(=O)Nc2ccc3nc(-c4ccccc4)[nH]c3c2)n1	-14	85	7	86	94	-1	3	90
CCn1nc([N+](=O)[O-])c(C(C#N)c2nc3ccccc3n2C)c(Cl)c1=O (stereo not given)	-10	98	-10	101	100	47	-13	87
Cc1cnc(NC(=O)CCCNC(=O)c2ccc(Cl)cc2)s1	5	97	6	82	103	3	-9	100
Cc1onc(-c2c(F)cccc2Cl)c1C(=O)N1CCc2ccccc2C1	-1	112	12	92	105	1	-4	113
O=C(OC1CCOC1=O)c1cc(S(=O)(=O)N2CCOCC2)c(Cl)cc1Cl (stereo not given)	1	101	-5	104	103	1	-9	105
O=c1nc2n(c3ncccc13)CCCCC2	-7	102	-2	102	99	1	-1	99
Cc1ccc(NC2CCCN(C(=O)C3CCCC3)C2)cc1C (stereo not given)	-1	110	0	88	107	34	3	80

Ordered by SMILES length (smallest number first): part of the list above
mol	proCasp3 act	MEP2 TOR yeast	proCasp7 act	Yeast superoxide	RPL19A TOR yeast	AHR activator	GASC-1 inh	LAP4 TOR yeast
COc1cccc(C(=O)Cn2c(NCCO)nc3ccccc32)c1	2	99	-1	111	95	5	31	96
COc1cc(C)nc(OCCNC(=O)COc2ccc(Cl)cc2Cl)n1	7	96	2	121	90	20	-2	104
CC(C)CCNC(=O)C1CC(c2cccc([N+](=O)[O-])c2)=NO1 (stereo not given)	1	.	0	.	.	-1	-4	.
